Wee1 stabilizer – Wee1 degradation inhibitors, primary screen, cell-based, HeLa, Wee1K328M-luciferase, luminescence; Wee1-like protein kinase (Homo sapiens), P30291; HeLa Luc-Wee1K328M stability; 100% = proteasome inhibitor MG132 effect; reporter increase, % at 5 µM; actives 1.2% (n = 220,000); AID 1321, 2008;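 active = activation above the mean of all tested compounds plus 3 SD, set per screening run, cut at about 8.8% in these data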;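 also: cells exposed to compound for 20 h before luminescence read; 0% = DMSO alone and 100% = MG132 at 30 µM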
p97 ATPase inh – inhibitors of human p97 ATPase, primary screen, biochemical | Transitional endoplasmic reticulum ATPase (Homo sapiens), P55072 | recombinant p97 ATPase, Kinase-Glo ATP luminescence, 3 h | inhibition, % at 8 µM | actives 0.42% (n = 220,000); in the data active = inhibition above about 15%;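 also: 0% = DMSO vehicle and 100% = wells lacking enzyme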
Cl transport mod – KCC2 cotransporter modulators, thallium flux, primary screen, cell-based, HEK293 KCC2, FluoZin-2 fluorescence, MLSMR; Solute carrier family 12 member 5 (Homo sapiens), Q9H2X9; KCC2 cells, thallium flux FluoZin-2 fluorescence; B-score of Tl+ flux slope (higher = more flux/activation; lower = inhibition) at 10 µM; actives 2.2% (n = 190,000);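 active = thallium flux slope and its plate-corrected score both differing from the plate sample mean at a set confidence after two filtering rounds, in either direction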;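 also: slope of fluorescence scaled to starting intensity during 10 to 20 s after thallium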
FXIIa inh – human FXIIa protease inhibitors, primary screen, biochemical, 1536-well; actives 0.3% (n = 220,000); purified FXIIa, Boc-QGR-AMC fluorogenic substrate, 2 h; Coagulation factor XII (Homo sapiens), P00748; inhibition, % at 5 µM; in the data active = inhibition above about 40%;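 also: 0% = enzyme with no compound and 100% = blank without enzyme; many of its hits are not listed in these tables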
hK5 inh – human KLK5 protease inhibitors, primary screen, biochemical, 1536-well. recombinant hK5, fluorogenic AMC substrate cleavage. inhibition, % at 5 µM. AID 873, 2007. Kallikrein-5 (Homo sapiens), Q9Y337. actives 0.59% (n = 210,000);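 active = inhibition of 40% or more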;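 also: 0% = enzyme controls without compound and 100% = no-enzyme blanks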
Target sequence (Q9Y337 67-293 limits assumed): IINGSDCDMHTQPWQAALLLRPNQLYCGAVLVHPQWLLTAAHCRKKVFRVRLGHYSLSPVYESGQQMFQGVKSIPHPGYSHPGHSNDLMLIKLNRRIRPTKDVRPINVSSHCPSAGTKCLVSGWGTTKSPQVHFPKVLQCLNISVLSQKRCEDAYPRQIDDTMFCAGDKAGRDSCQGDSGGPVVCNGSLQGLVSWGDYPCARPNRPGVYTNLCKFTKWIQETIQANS
PERK inh – block of dimerizer-induced PERK translation repression, primary screen, PERK inhibitor project, CHO PERK-DD cells, SEAP luminescence, HTS | CHO PERK-DD fusion, SEAP luminescence translation reporter | inhibition, % at 5.6 µM | actives 0.17% (n = 220,000) | AID 1416, 2008;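 active = inhibition above the mean inhibition of all tested compounds plus 3 SD, set separately per screening campaign, cut at about 2.9% in these data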;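 also: PERK kinase domain activated by AP20187 dimerizer at 100 nM; 0% = DMSO with dimerizer and 100% = rapamycin at 8.4 µM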
FXIa inh – human FXIa protease inhibitors, primary screen, biochemical, 1536-well. Coagulation factor XI (Homo sapiens), P03951. purified FXIa, Boc-Glu-Ala-Arg-AMC fluorogenic substrate. inhibition, % at 5 µM. actives 0.14% (n = 220,000);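 active = inhibition of at least 40%; inactive = inhibition below 40%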;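 also: fluorescence of freed AMC excited at 355 nm; 0% = enzyme without compound and 100% = no enzyme blank; many of its hits are not listed in these tables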
thrombin 1536 – human alpha-thrombin inhibitors, primary screen, counter-screen for coagulation protease inhibitor project, biochemical, 1536-well, fluorogenic AMC substrate | Boc-VPR-AMC fluorogenic substrate cleavage | inhibition, % at 5 µM | actives 0.26% (n = 220,000);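 active = inhibition at or above 40%; inactive = inhibition below 40%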;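 also: 0% = enzyme with no compound and 100% = wells without enzyme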
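Material: Human alpha-thrombin protein | Buffer or medium: pH 7.5 Tris-saline with Tween 20 | Reagent: Boc-VPR-AMC substrate, 15 µM final | Schedule: Reaction at ambient temperature | Detection: AMC fluorescence at 355 nm excitation and 460 nm emission | Evaluation: Percent inhibition scaled between no-compound controls and no-enzyme blanks | Controls: no-compound enzyme wells and no-enzyme blanks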
Furin inhibitor – human furin inhibitors, primary screen, biochemical, fluorescence intensity. purified furin, fluorogenic substrate cleavage. inhibition, % at 30 µM. actives 0.061% (n = 220,000). AID 463115, 2010; in the data active = inhibition above about 25%; also: inactives centre near -15
Target sequence (P09958 108-714 limits assumed): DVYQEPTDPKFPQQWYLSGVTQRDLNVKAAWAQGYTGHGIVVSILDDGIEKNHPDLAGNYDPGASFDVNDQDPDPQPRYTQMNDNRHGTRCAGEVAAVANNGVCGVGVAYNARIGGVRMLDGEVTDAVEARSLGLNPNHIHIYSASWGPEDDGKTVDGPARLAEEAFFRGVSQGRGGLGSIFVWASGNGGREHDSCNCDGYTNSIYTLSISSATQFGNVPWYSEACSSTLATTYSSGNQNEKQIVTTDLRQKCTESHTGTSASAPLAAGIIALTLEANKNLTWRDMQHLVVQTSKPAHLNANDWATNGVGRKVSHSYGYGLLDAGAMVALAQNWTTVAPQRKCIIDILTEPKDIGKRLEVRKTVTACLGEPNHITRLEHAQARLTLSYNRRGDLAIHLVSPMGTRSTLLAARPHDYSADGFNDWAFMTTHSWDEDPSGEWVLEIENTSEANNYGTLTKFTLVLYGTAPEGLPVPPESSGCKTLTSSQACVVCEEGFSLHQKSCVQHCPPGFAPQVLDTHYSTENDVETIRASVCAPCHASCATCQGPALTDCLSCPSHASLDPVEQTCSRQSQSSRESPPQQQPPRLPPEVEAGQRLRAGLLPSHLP
Active calls of the source: *; · = not tested or not shown; [ ] = dose if it differs, or a comment. Compounds as they come. About 4.4% of those tested had a hit in this group.

SMILES | Wee1 stabilizer | p97 ATPase inh | Cl transport mod | FXIIa inh | hK5 inh | PERK inh | FXIa inh | thrombin 1536 | Furin inhibitor
Cc1ccc(NC(=O)CSc2nnc(Cn3c(=O)sc4ccccc43)n2C)cc1Cl | 4 | 4 | 0.28 | 0 | 9 | 1.6 | -3 | 7 | -16
CCOC(=O)C1=C(C)OC(N)=C(C(=O)OCC)C1c1ccncc1 (centres undefined) | -2 | 5 | 0.051 | 7 | -11 | 0.6 | -13 | 0 | -12
COc1ccc(CNc2nc(-c3cccnc3)nn2S(C)(=O)=O)cc1 | 2 | 0 | 0.79 | 8 | 3 | 0.5 | 1 | 1 | -30
COC(=O)Cc1cc(=O)oc2cc(OC)ccc12 | -2 | 4 | · | 12 | -52 | -0.2 | -4 | -2 | -48[20 µM]
O=C(Nc1ccc2c(c1)CCC2)c1cc(S(=O)(=O)Nc2ccc(F)cc2)c(Cl)cc1Cl | 0 | 4 | -2.4 | 11 | -16 | 1.0 | 2 | -8 | 4
CC(CCc1ccccc1)C(=O)NO (centres undefined) | 0 | 0 | 0.059 | 8 | -21 | 1.0 | 2 | -3 | -24
COc1cc(NC(=O)N2CCNC2=O)cc(C(=O)Nc2cccc(C(F)(F)F)c2)c1 | · | · | 0.12 | 9 | -1 | · | -4 | -6 | -6
Cc1nc(N2CCOCC2)nc(Oc2ccccc2F)c1[N+](=O)[O-] | -1 | 6 | -1.7 | 4 | -8 | 1.3 | 7 | 4 | -15
O=C(CSc1nnc2scc(-c3ccc(Cl)cc3)n12)NCc1ccco1 | -2 | 0 | 0.55 | 4 | 23 | -0.8 | -1 | -4 | -20[20 µM]
CCOC(=O)N1CCN(C(=O)/C=C/c2ccc3c(c2)OCO3)CC1 | 1 | 1 | 0.7 | 11 | -2 | 0.2 | 6 | 2 | -10
CC1CCCN(C(=O)N2c3ccccc3Sc3ccccc32)C1 (centres undefined) | -2 | -2 | 0.43 | 9 | -8 | -0.3 | 3 | -1 | -15[20 µM]
CCCn1nnc(NC(=S)NC(=O)CC)n1 | 2 | 5 | 0.11 | -5 | -8 | 1.4 | -12 | -6 | -15[20 µM]
Cc1cc2nnc(SCC(=O)N3CCCCCC3)n2c(N)n1 | -1 | 4 | 0.018 | 10 | 1 | 1.0 | -2 | -7 | -32
CCCOc1ccc(CN(CCO)CCO)cc1C(=O)OC | 0 | -1 | 0.27 | 14 | -4 | -0.1 | 4 | 3 | -19
Cc1snc(S(=O)(=O)Cc2c(Cl)cccc2Cl)c1C#N | -2 | 6 | 0.043 | 10 | -4 | -0.1 | 5 | 5 | -5[20 µM]
CC(C)c1ccc(/C=C/C(=O)Nc2nncs2)cc1 | 9.5* | -4 | 1.5 | 9 | -6 | 1.0 | 10 | 0 | -15
Cc1cc(-c2c(C)[nH]n(-c3ccccc3)c2=O)n(-c2ccccc2)n1 | 6 | 3 | 0.67 | 0 | -10 | -0.1 | -2 | -1 | -18
CC(C)(C)c1ccc(CN2N=C(/C=C/c3ccccc3)CCC2=O)cc1 | -1 | -3 | 1.7 | 6 | -3 | 1.4 | -3 | -12 | -15
O=C(c1noc2c1CCCC2)N1CCN(Cc2ccccc2)CC1 | -1 | -4 | -1.9 | 18 | 1 | 0.2 | 2 | 4 | -25
CCOC(=O)CNC(=O)CN1C(=O)CCSc2ccccc21 | -2 | 4 | 0.079 | 11 | -6 | 1.0 | 4 | 3 | -25
Nc1ccc(C#Cc2ccccc2)cc1 | 2 | 0 | 0.67 | 5 | 6 | -0.1 | 6 | 6 | -9[20 µM]
O=C(N/N=C/c1ccc(Br)o1)c1cncc(Br)c1 | 4 | -4 | 7.4* | 3 | -6 | 0.6 | 4 | -5 | -2
CC(C)Cc1csc(NC(=O)c2ccccc2Cl)c1C(=O)O | -3 | 1 | -0.12 | 13 | -1 | 0.9 | 4 | 1 | -9
CCOC(=O)C1(P(=O)(c2ccc(Cl)cc2)c2ccc(Cl)cc2)CCC1 | 0 | -4 | -2.1 | 8 | -24 | -1.1 | -15 | -1 | -16[20 µM]
O=C(NNC(=S)Nc1cccc(C(F)(F)F)c1)c1ccc(Cl)cc1Cl | -1 | 1 | 6.3* | 5 | -77 | 0.4 | -9 | -9 | -27

Part of the list above, reduced to hK5 inh, Cl transport mod and FXIIa inh:
smiles | hK5 inh | Cl transport mod | FXIIa inh
O=C(CSc1nnc2scc(-c3ccc(Cl)cc3)n12)NCc1ccco1 | 23 | 0.55 | 4
CCOC(=O)N1CCN(C(=O)/C=C/c2ccc3c(c2)OCO3)CC1 | -2 | 0.7 | 11

Remaining list, next part.
SMILES | Wee1 stabilizer | p97 ATPase inh | Cl transport mod | FXIIa inh | hK5 inh | PERK inh | FXIa inh | thrombin 1536 | Furin inhibitor
Cc1cc(C)nc(-n2ncc3c2CC(C)CC3=O)n1 (centres undefined) | -1 | 6 | 0.37 | 10 | 2 | -0.5 | 4 | 4 | -16
Cc1ccc(C(=O)N/N=C\c2cccn2C)cn1 | -1 | 1 | 1.1 | 3 | 18 | 1.0 | -9 | -4 | 9
CC(C)CNC(=O)COc1ccc2c3c(c(=O)oc2c1)CCC3 | 0 | -2 | · | -1 | -8 | -1.0 | -4 | 4 | -17
CC/C(C)=N/NC(=O)c1[nH]c2ccc(C)cc2c1-c1ccccc1 | -2 | -4 | -0.018 | 5 | -2 | 0.5 | -2 | -9 | -14
CN(CCC(=O)Nc1ccc2c(c1)OCO2)Cc1ccccc1 | 10* | 6 | -0.55 | 12 | 2 | 0.5 | 5 | 3 | -5
Cc1cccc(CSC2=NCCN2C(=O)c2ccc(S(=O)(=O)N(C)C)cc2)c1 | 0 | 2 | -1.1 | 0 | -5 | -0.2 | -4 | -1 | -25
O=C(N1CCOCC1)N1CCC(c2nc(-c3ccc(S(=O)(=O)N4CCOCC4)cc3)no2)CC1 | -2 | 2 | · | 20 | -2 | 0.5 | 3 | 0 | -9[20 µM]
COc1ccccc1CCNC(=O)CSc1ccc(-c2ccco2)nn1 | 1 | 2 | -0.68 | 7 | -5 | 0.1 | -2 | -7 | -27
CC(C)N1CCc2c(sc(NC(=O)CCc3ccccc3)c2C(N)=O)C1 | 5 | 2 | -0.48 | 10 | 7 | 0.7 | 9 | · | -25
CC(=O)Nc1ccc(NC(=O)c2ccccc2F)cc1 | -2 | 12 | -1.2 | 8 | -19 | 0.4 | -5 | -5 | 6[20 µM]
CCCC(=O)C1=C(O)C(C(=O)OC)C(C)(C)CC1=NCCCCCC(=O)O (centres undefined) | 2 | -2 | -0.47 | 7 | 0 | 1.4 | -2 | -7 | -8
O=C(NNc1ccccn1)c1ccc(Cl)nc1 | -2 | 5 | 0.0049 | 9 | -12 | 0.7 | 3 | -2 | -25
O=C(NCc1ccco1)C(c1cccs1)N(C(=O)C1COc2ccccc2O1)c1cccc(O)c1 (centres undefined) | -2 | 8 | -1.3 | 14 | 2 | -0.1 | -1 | -1 | -17
S=C1NC(c2ccccc2)N2C(=S)NC(c3ccccc3)N12 (centres undefined) | 1 | 3 | -0.1 | 9 | 5 | 0.8 | 2 | 1 | -17[20 µM]
Cc1ccccc1-n1c(=O)cc(NCC2CCCO2)[nH]c1=O (centres undefined) | 0 | 1 | 0.15 | 19 | -15 | -0.3 | 11 | -1 | -26[20 µM]
COc1ccccc1C(=O)n1nc(-c2ccccc2)nc1NCc1ccco1 | 2 | 9 | -1.5 | 13 | -5 | -1.3 | 5 | 85* | 7[20 µM]
O=c1cc(-c2ccc(O)cc2)oc2ccccc12 | 1 | 4 | -1.4 | 8 | 1 | 1.4 | 0 | -8 | -9
Cc1ccccc1S(=O)(=O)Oc1ccccc1C(=O)Oc1ccccc1 | 0 | 2 | -0.71 | 12 | -3 | 1.7 | 5 | 2 | -20[20 µM]
Cc1ccc(S(=O)(=O)N2CC=C(c3ccc(F)cc3)CC2)cc1 | -2 | -4 | 0.52 | 2 | -3 | -0.4 | -11 | -8 | -16
O=C(CCC(=O)OCC(F)(F)C(F)F)NCc1ccccc1 | -2 | 5 | 0.24 | 1 | -21 | 2.1 | -10 | -2 | -32
Cc1onc(-c2ccccc2)c1-c1nc2cc(Cl)ccc2c(=O)o1 | 1 | 4 | 0.23 | 10 | 4 | -0.2 | 1 | 4 | -18
O=C1c2ccccc2C(=O)c2cc(S(=O)(=O)Nc3ccccc3)ccc21 | -2 | 4 | -0.081 | 9 | -16 | 0.9 | 2 | -2 | -26
COc1ccc(OC)c(/C=N/NC(=O)CCN2CCN(C(c3ccccc3)c3ccccc3)CC2)c1 | 0 | 6 | -1.2 | -3 | -15 | -0.6 | -6 | -18 | -26

Looked up above:
Under hK5 inh, `CCCC(=O)C1=C(O)C(C(=O)OC)C(C)(C)CC1=NCCCCCC(=O)O` (centres undefined) is listed with 0
Under hK5 inh, `Cc1ccc(S(=O)(=O)N2CC=C(c3ccc(F)cc3)CC2)cc1` is listed with -3
Under Cl transport mod, `Cc1ccccc1-n1c(=O)cc(NCC2CCCO2)[nH]c1=O` (centres undefined) is listed with 0.15
Under p97 ATPase inh, `CC(C)CNC(=O)COc1ccc2c3c(c(=O)oc2c1)CCC3` is listed with -2

Molecules listed so far containing a CF3 group, in the order listed:
SMILES | Wee1 stabilizer | p97 ATPase inh | Cl transport mod | FXIIa inh | hK5 inh | PERK inh | FXIa inh | thrombin 1536 | Furin inhibitor
COc1cc(NC(=O)N2CCNC2=O)cc(C(=O)Nc2cccc(C(F)(F)F)c2)c1 | · | · | 0.12 | 9 | -1 | · | -4 | -6 | -6
O=C(NNC(=S)Nc1cccc(C(F)(F)F)c1)c1ccc(Cl)cc1Cl | -1 | 1 | 6.3* | 5 | -77 | 0.4 | -9 | -9 | -27

Screening data (PubChem)
